Source: PubChem
M1 ag: activates the M1 muscarinic receptor. 64,000 compounds, 3% hits. CHO-M1 cells, Fluo-4 calcium fluorescence, agonist mode; active compounds read high. B-score at 10 µM. AID 626;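 active means fluorescence rise, raw or as B-score row- and column-corrected plate score, outside the 99.7% band of its plate's samples, either direction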
TNAP act mid DEA: human TNAP activation, intermediate phosphate acceptor | P05186 | purified TNAP, CDP-star luminescence, 100 mM DEA, 30 min; active compounds read high; scale: 0 levamisole-inhibited, 1 vehicle-only enzyme | activation factor at 20 µM | 64,000 tested, under 10 active | AID 813;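 active means activation factor of at least 2 at 20 µM, relative to controls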
Jurkat tox 60K: cytotoxic compounds reducing Jurkat cell viability; Jurkat E6.1 viability, ATP luminescence, 48 h; inhibition, % at 4 µM; 56,000 compounds, 1.2% hits; AID 463;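 active means inhibition above the mean inhibition of all tested compounds plus 3 SD, cut at about 28% in these data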
Ec RNAP inh: Escherichia coli RNA polymerase inhibition. E. coli RNA polymerase, fluorescence transcription assay. inhibition, %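 (tested at 10 µM)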. 62,000 compounds, 0.2% hits. AID 559; in the data active means inhibition above about 20%;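 further: 0% = enzyme without compound and 100% = no enzyme blank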
S1P1 ag-PAM: agonists and agonism potentiators of human S1P1 receptor; P21453; S1P1 CRE-bla cells, forskolin, beta-lactamase FRET, potentiator mode; S1P1 agonist co-added at EC20, 2 nM; 100% = saturating reference agonist, 0% = basal; activation, % at 9.5 µM; 56,000 compounds, 0.57% hits; AID 449;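 active means activation above a cutoff set at the mean activation of all tested compounds plus 3 SD, cut at about 54% in these data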;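 further: forskolin at 4 µM as EC80 and the EC20 agonist is SEW2871; 100% = SEW2871 at its EC100 plus forskolin at EC80; some compounds past the cut are filed as inactive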
Target sequence (P21453 whole entry, looked up): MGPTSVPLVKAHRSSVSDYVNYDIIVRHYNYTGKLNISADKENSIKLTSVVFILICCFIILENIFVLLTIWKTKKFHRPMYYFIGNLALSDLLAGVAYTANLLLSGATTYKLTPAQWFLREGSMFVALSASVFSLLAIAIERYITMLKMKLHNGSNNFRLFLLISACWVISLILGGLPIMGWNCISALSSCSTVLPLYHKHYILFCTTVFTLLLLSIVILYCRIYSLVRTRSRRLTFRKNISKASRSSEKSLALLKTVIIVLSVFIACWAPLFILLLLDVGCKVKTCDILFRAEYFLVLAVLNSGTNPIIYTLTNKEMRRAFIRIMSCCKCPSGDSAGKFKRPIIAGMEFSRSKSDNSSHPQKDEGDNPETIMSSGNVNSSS
S1P3 agonist: activates the human S1P3 receptor; activation, % at 4.5 µM; 60,000 compounds, 0.1% hits; AID 373; S1P3 NFAT-BLA reporter cells, agonism, FRET ratio; relative to 1 µM S1P, basal subtracted;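 active means activation above the screen-wide mean plus 3 SD, cut at about 4.5% in these data, passing the limit was not always enough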; further: some compounds called inactive have numbers as strong as hits
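Assay system: stable CHO line with human S1P3, Gα16, NFAT-BLA reporter; Detection: FRET β-lactamase substrate fluorescence, excitation 405 nm, 460/535 nm emission ratio, background-subtracted; Read-out: percent activation versus median 1 µM S1P response, basal-subtracted, per plate; Incubation: cells plated overnight, compound 4 h 37 °C, substrate 2 h RT.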
M1 antagonist: M1 muscarinic receptor (rat) antagonism; B-score at 10 µM; AID 628; P08482; CHO-M1 cells, Fluo-4 calcium, ACh EC80 antagonist mode; active compounds read low; 64,000 compounds, 3.4% hits;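 active means calcium fluorescence response, raw or row-and-column corrected B-score, differing from the plate sample mean either way at a set confidence level, mostly lower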
Target sequence (P08482 whole entry, looked up): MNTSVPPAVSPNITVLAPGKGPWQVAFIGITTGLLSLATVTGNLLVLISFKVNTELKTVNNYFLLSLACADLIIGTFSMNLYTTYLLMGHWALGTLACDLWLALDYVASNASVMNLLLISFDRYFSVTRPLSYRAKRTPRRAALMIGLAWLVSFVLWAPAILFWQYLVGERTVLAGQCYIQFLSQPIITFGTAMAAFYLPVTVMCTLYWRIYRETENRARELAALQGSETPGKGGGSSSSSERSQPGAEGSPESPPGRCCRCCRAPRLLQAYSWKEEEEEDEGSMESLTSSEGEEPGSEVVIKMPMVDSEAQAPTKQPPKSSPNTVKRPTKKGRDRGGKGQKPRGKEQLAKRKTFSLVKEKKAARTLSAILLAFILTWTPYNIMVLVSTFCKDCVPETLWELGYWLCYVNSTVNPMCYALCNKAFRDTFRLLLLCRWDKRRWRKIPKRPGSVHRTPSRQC
HEK293 NFkB inh: lowers PMA/ionomycin-induced NF-kB signal in HEK293 cells | HEK-293 NF-kB luciferase reporter, luminescence | inhibition, % at 3 µM | 62,000 compounds, 0.21% hits;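 active means inhibition above the mean of all tested compounds plus 3 SD, cut at about 40% in these data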;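 further: 0% = stimulated DMSO wells and 100% = 10 µM reference inhibitor 5653914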
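Signal: luciferase luminescence; Material: HEK-293 cells with stable firefly luciferase reporter driven by four HIV NF-kB elements; Probe or stimulus: PMA with ionomycin; Replication: tested once; Times: 1 h compound pretreatment, then 16 h stimulation at 37 °C, 5% CO2; Benchmarks: DMSO and 10 µM reference inhibitor; Evaluation: per-plate % inhibition versus controls.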
D1 mod: D1 dopamine receptor (human) allosteric modulation; P21728; HEK293 D1, CRE-luciferase, dopamine EC30 potentiation; actives deviate in either direction; B-score at 10 µM; 58,000 compounds, 5.9% hits;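 active means luminescence count or its row- and column-corrected plate score outside the 99.7% band of the plate's sample wells, on either side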
An asterisk follows results filed as active; x = not tested or not shown.

SMILES	M1 ag	TNAP act mid DEA	Jurkat tox 60K	Ec RNAP inh	S1P1 ag-PAM	S1P3 agonist	M1 antagonist	HEK293 NFkB inh	D1 mod
O=C1c2ccccc2C(=O)N1SC1CCCCC1	6.4*	0.9	-4	18	8	-1.3	-0.76	11	x
O=C(CCCn1c(=S)[nH]c2cc3c(cc2c1=O)OCO3)NC1CC1	0.26	0.7	x	0	x	x	-0.38	21	-0.053
NC(=O)C1(N2CCCCC2)CCN(C(=O)c2cccn3c(=O)c4cc(Cl)ccc4nc23)CC1	-0.85	1	x	-3	x	x	0.036	15	1.2
CN(CC(=O)N1CC=C(c2ccccc2)CC1)S(=O)(=O)c1ccc2c(c1)c(=O)n(C)c(=O)n2C	0.0028	0.9	-4	9	-30	0.8	-0.15	17	x
CC12CN3CCN(CC(C3)C1(O)CN1CCCCC1)C2 (configuration not stated)	-0.01	0.9	-1	0	x	0.1	-0.35	8	-0.63
Cn1c(-c2ccc(C(=O)c3ccccc3)s2)nc2ccccc21	0.018	0.9	8	-1	-26	-0.1	-0.19	-61	-0.58
Cc1cc2ccccc2cc(C)c1=O	-0.11	0.9	x	11	-15	-3.3	-0.71	x	x
Cn1ccnc1Sc1nc2c(c(=O)n(C)c(=O)n2C)n1C	0.053	0.9	-3	12	-1	-0.2	1.7	-2	1
O=C(c1cc2cc(Cl)cc(Cl)c2oc1=O)N1CCOCC1	-0.13	0.8	x	8	x	x	0.46	15	0.74
CCOc1ccc(C(=O)Nc2ccc(N3CCN(C)CC3)cc2)cc1Br	-0.72	0.8	1	8	-5	6.5	-3.5*	-6	-6.4*
Cc1cnn(-c2nc(-c3cccs3)cc(C(F)(F)F)n2)c1	x	0.9	5	-3	-10	-1.2	x	19	15*
O=S(=O)(/N=C/N1CCOCC1)c1ccc(Cl)cc1	0.85	1	-9	5	-10	-0.4	0.21	5	0.83
CC(=O)N1CCN(C(=O)COc2ccc(Br)cc2)CC1	-0.086	0.9	5	6	-39	0.3	0.37	15	0.52
S=c1oc(-c2ccncc2)nn1CCc1ccncc1	0	1	3	7	x	-0.3	0.25	2	-0.13
CCOC(=O)c1nc(N2CCN(C(=O)OCC)CC2)c2c3c(sc2n1)CCCC3	9.2*	0.9	10	4	-31	-1.0	-0.45	14	x

Some of the entries so far, in CSV form.
SMILES,M1 ag,TNAP act mid DEA,Jurkat tox 60K,Ec RNAP inh,S1P1 ag-PAM,S1P3 agonist,M1 antagonist,HEK293 NFkB inh,D1 mod
Cn1c(-c2ccc(C(=O)c3ccccc3)s2)nc2ccccc21,0.018,0.9,8,-1,-26,-0.1,-0.19,-61,-0.58
Cc1cc2ccccc2cc(C)c1=O,-0.11,0.9,x,11,-15,-3.3,-0.71,x,x

The list goes on:
SMILES	M1 ag	TNAP act mid DEA	Jurkat tox 60K	Ec RNAP inh	S1P1 ag-PAM	S1P3 agonist	M1 antagonist	HEK293 NFkB inh	D1 mod
O=C(Nc1ccc(N2CCCCC2)cc1)c1ccc(F)cc1	-0.71	0.9	-2	4	6	-1.7	0.57	-29	-1.7
O=C(CCc1ccc(S(=O)(=O)N2CCOCC2)cc1)Oc1ccccc1	-0.29	1	4	9	0	-0.6	-1.1	16	-1.4
CCOC(=O)C1=C(c2ccccc2)Nc2ncnn2C1c1ccccn1 (configuration not stated)	0.014	0.9	-15	11	-12	1.0	0.43	4	x
FC(F)(F)c1nc2ncc(Cl)cc2[nH]1	-1.1	1	-8	0	6	-0.5	-0.27	12	-0.46
Cn1c(=O)[nH]c(=O)c2c1nc(OC(=O)c1ccccc1)n2CC(O)COc1ccc(F)cc1 (configuration not stated)	-0.16	0.9	-6	3	-12	-0.3	0.073	23	-0.35
CC(C)C[C@H](NC(=O)Nc1cccc(C(F)(F)F)c1)C(=O)O	0.048	0.9	2	1	-8	-1.0	0.49	13	0.19
O=C(Nc1ccccc1C(F)(F)F)c1cccnc1	0.0047	0.9	-4	8	-14	-0.6	0.13	19	0.61
COc1ccc(OC)c(S(=O)(=O)NCc2ccccc2)c1	-0.11	0.9	-5	6	-8	1.9	0.49	2	0.99
COC(=O)COc1ccc(S(=O)(=O)NCCC2=CCCCC2)cc1C	-1.2	1	3	5	-13	-0.9	-0.19	8	-0.71
COC(=O)C1CCC(C)(C(=O)Nc2ccccc2)C1(C)C (configuration not stated)	0.51	0.9	-7	-1	-23	-0.3	-1	4	0.31
CCOC(=O)C1CCN(Cc2nc(-c3ccc(OC)c(OC)c3)no2)CC1	-0.5	1	3	6	x	-0.5	-0.18	7	-0.35
COC(=O)Cc1c(C)c2cc(Cl)c(OC(=O)c3ccco3)cc2oc1=O	-1.6	0.9	3	-176	x	0.0	-1.2	9	0.061
CCOC(=O)C1C(=O)CC(C)(O)C(C(=O)OCC)C1c1cccc(OC(F)(F)C(F)F)c1 (configuration not stated)	-0.7	0.9	-6	1	0	-1.0	0.29	10	-0.1
CC(C)(C)NC(=O)c1ccc2c(c1)N(CC(=O)N1CCN(c3ccc(F)cc3)CC1)C(=O)C(C)(C)O2	0.11	1	1	5	-9	-0.2	0.038	18	-0.25
Cc1ccccc1Cn1c(=O)c2c(nc3n2CCCN3Cc2ccccc2)n(C)c1=O	-0.56	0.9	6	1	5	-1.4	0.013	10	-0.52
CCN(CC)CCOC(=O)c1c(C)n(C)c2ccc(OC)cc12	1.3	0.9	x	6	5	-4.3	-1.2	x	x
Cc1ccc(-n2nnnc2SCC(=O)N2CCc3ccccc3C2)c(C)c1	-0.26	1	-3	x	4	-1.2	-1.2	9	x
O/N=C/CCn1c(=S)sc2ccccc21	-0.27	0.9	-4	7	-2	-1.4	-0.39	5	-0.012
Cc1csc(=O)n1CCC(=O)O	0.047	1	-2	5	-4	0.5	-0.098	20	0.55
O=C(CSCc1cnn(-c2ccccc2)c1-n1cccc1)NCC1CCCO1 (configuration not stated)	-0.6	1	x	3	x	x	-0.2	6	-0.26
O=C1CN(C(=O)CCCc2c[nH]c3ccccc23)c2ccccc2N1	-0.87	0.9	-4	6	4	1.1	-0.25	7	-0.65
Cc1cc(O)c(C2(C(F)(F)F)NCCNC2=O)cc1C (configuration not stated)	-0.049	0.9	-13	10	-3	-1.0	0.19	2	-0.25
Cc1noc(C)c1S(=O)(=O)N1CCCC(C(=O)Nc2nccs2)C1 (configuration not stated)	-0.012	1	5	12	-4	-0.2	0.97	16	-0.25
CCOc1ccc(/C(O)=C2/C(=O)C(=O)N(c3cc(C)on3)C2c2ccc(C(=O)OC)cc2)cc1 (configuration not stated)	-0.44	0.9	x	2	-15	-4.5	-0.18	x	0.037
CC(C)C(c1nnnn1C1CCCC1)N1CCN(C(=O)c2ccco2)CC1 (configuration not stated)	-0.76	1	-1	8	-8	-0.7	0.14	2	0.61
COC(=O)c1[nH]c2ccccc2c1NC(=O)CN1CCN(C/C=C/c2ccccc2)CC1	-0.074	0.9	2	11	0	-1.1	-2.2	-3	-0.73
Cn1c(N2CCCC2)nc2c1c(=O)n(Cc1cccc(F)c1)c(=O)n2C	0.5	0.9	8	9	-10	-0.8	0.31	20	4.5*
O=C(Oc1cccc(N2C(=O)CCC2=O)c1)C1CC(=O)N(c2ccc(Br)cc2)C1 (configuration not stated)	-0.93	0.9	-2	8	-6	0.1	-0.43	15	-0.14
COc1ccc(C2C(C#N)=C(N)Oc3c2oc(CO)cc3=O)c(OC)c1OC (configuration not stated)	-1.5	0.9	13	7	16	-1.6	-0.4	18	0.0098
Cc1ccc(S(=O)(=O)NCCC(=O)NC2CCCC2)cc1	0.088	0.9	x	8	x	x	0.85	7	0.31
O=c1[nH]cnc2c1C1(CCCC1)Cc1ccccc1-2	-0.26	0.9	-1	5	-2	-0.9	-0.029	15	-1.6
CCCc1cc(=O)[nH]c(SCC(=O)c2ccc(S(=O)(=O)N3CCCC3)cc2)n1	1	0.9	-2	6	8	-0.6	-1.7	-9	1.1
Cc1nc(NCc2ccco2)c2oc3ccccc3c2n1	-1	1	x	8	x	x	-0.41	12	6*
O=C(NCCCN1CCCC1=O)C1CCN(S(=O)(=O)N2CCOCC2)CC1	-0.49	0.9	-6	-2	-5	-0.4	-0.087	1	-0.055
COCC(=O)NC1CCN(C(=O)Nc2ccc(Br)cc2)CC1	-0.15	0.9	-3	1	-8	0.0	-1.4	18	-0.82
COCC(=O)Nc1ccc(Nc2ccccc2)cc1	0.74	0.9	-6	8	x	0.1	-0.3	-9	-1.1
COC(=O)c1ccc(Oc2ccc3nnc(C)n3n2)cc1	-1.4	0.9	0	-2	14	-2.4	-0.13	10	0.3
CC(=O)OC(C(=O)NC1CCCCC1)c1ccccc1 (configuration not stated)	0.68	1	7	-2	-1	-0.9	0.56	17	0.6
O=C(NC1CCCC1)c1ccc2nc(-c3ccco3)c(-c3ccco3)nc2c1	7.1*	0.9	1	7	-11	-0.7	0.051	8	-0.28
CC(C)CCn1nnnc1C(c1ccccc1)N1CCN(C)CC1 (configuration not stated)	0.64	0.9	-6	8	16	-0.4	1.1	-18	-0.078
CS(=O)(=O)N1CCN(C(=O)c2cc(-c3ccncc3)nc3ccc(Cl)cc23)CC1	0.21	1	10	3	3	-0.7	-0.29	11	-0.9
Cc1ccc(NCc2nnc(SCC(=O)N3CCCCC3)n2CC2CCCO2)c(C)c1 (configuration not stated)	0.45	0.9	6	7	-3	-1.7	-0.11	12	-1.3
COc1cc(OC)cc(C(=O)Nc2ncc3c(n2)CC(C)CC3=O)c1 (configuration not stated)	0.15	0.9	1	5	-10	-0.4	0.27	28	x
O=C(C1CCN(Cc2cc(Cl)ccc2O)CC1)N1CCN(Cc2ccccc2)CC1	5.6*	0.9	6	10	14	-0.5	0.17	4	-0.78
CCOC(=O)c1ccc(N2C(=O)CC(N3CCN(Cc4ccccc4)CC3)C2=O)cc1 (configuration not stated)	-1	0.9	1	4	-31	-1.4	-1.3	4	-0.36

Record cards, as listed above. Values in the order: M1 ag, TNAP act mid DEA, Jurkat tox 60K, Ec RNAP inh, S1P1 ag-PAM, S1P3 agonist, M1 antagonist, HEK293 NFkB inh, D1 mod
CCOC(=O)C1C(=O)CC(C)(O)C(C(=O)OCC)C1c1cccc(OC(F)(F)C(F)F)c1 (configuration not stated) reads -0.7, 0.9, -6, 1, 0, -1.0, 0.29, 10, -0.1
CCN(CC)CCOC(=O)c1c(C)n(C)c2ccc(OC)cc12 reads 1.3, 0.9, x, 6, 5, -4.3, -1.2, x, x
COCC(=O)Nc1ccc(Nc2ccccc2)cc1 reads 0.74, 0.9, -6, 8, x, 0.1, -0.3, -9, -1.1
COCC(=O)NC1CCN(C(=O)Nc2ccc(Br)cc2)CC1 reads -0.15, 0.9, -3, 1, -8, 0.0, -1.4, 18, -0.82

(continued)
SMILES	M1 ag	TNAP act mid DEA	Jurkat tox 60K	Ec RNAP inh	S1P1 ag-PAM	S1P3 agonist	M1 antagonist	HEK293 NFkB inh	D1 mod
N#Cc1nc(COc2ccccc2)oc1NCCCn1ccnc1	-0.16	0.9	6	-2	14	-0.2	0.34*	-2	0.1
NS(=O)(=O)c1ccc(CNC(=O)NC2(c3ccccc3)CC2)cc1	0.16	1	-10	10	-5	0.3	-0.36	-5	-1.1
Cc1cccc(NC(=O)CC2CCC2)c1	0.016	0.9	-6	12	-6	-0.6	0.33	13	x
C/C=C/Cn1c(Br)nc2c1c(=O)[nH]c(=O)n2C	-0.04	0.8	-3	6	-21	-0.7	-0.22	7	3.8
